From PubChem BioAssay
DUSP3 inh: blocks human VHR1 dual specificity phosphatase; P51452; 0.52% of 290,000 active; recombinant VHR phosphatase, pNPP absorbance; inhibition, % at 13.3 µM; in the data active = inhibition above about 50%; also: some compounds called inactive have numbers as strong as hits
Target sequence (P51452 whole entry, looked up): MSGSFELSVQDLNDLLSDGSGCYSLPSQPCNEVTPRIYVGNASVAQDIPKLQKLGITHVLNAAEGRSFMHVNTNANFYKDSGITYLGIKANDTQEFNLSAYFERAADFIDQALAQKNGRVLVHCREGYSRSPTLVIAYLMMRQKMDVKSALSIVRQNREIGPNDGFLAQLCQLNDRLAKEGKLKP
3CLpro inhibitor: SARS-CoV 3CLpro protease inhibition | AID 1706 | recombinant SARS-CoV 3CLpro, quenched FRET peptide cleavage | 0.14% of 290,000 active | P0C6X7 | inhibition, % at 6 µM; in the data active = inhibition above about 12%
* hit, by the source's call.

SMILES	DUSP3 inh	3CLpro inhibitor
COc1ccccc1N1CCN(S(=O)(=O)c2ccc3c4c(cccc24)C(=O)N3C)CC1	21	2
CCOC(=O)c1c(-c2cccs2)csc1NC(=O)CNCCN1CCOCC1	25	2
CCCCc1c(C)nc2ccc(Br)cc2c1SCCC#N	-5	-1
C(=C\c1ccccc1)/CN1CCN(Cc2ccc3c(c2)OCCO3)CC1	3	2
N#CC1=C(N)OC2=C(CCC/C2=C/c2ccoc2)C1c1ccoc1 (configuration not stated)	-9	8
CCCn1c(SCC(=O)N2CCc3ccccc32)nnc1-c1ccncc1	28	4
COC(=O)/C(=C/c1cn(C)c2ccccc12)[N+](=O)[O-]	4	-2
COc1ccccc1N/C(=N/c1nc(C)cc(C)n1)NC(C)=O	7	-2
CC1CN(C(=O)/C(C#N)=C2\N=C(NC(=O)c3ccccc3Cl)c3ccccc32)CC(C)O1 (configuration not stated)	2	-2
C/C(CCC(=O)OC[C@H]1O[C@H](C#Cc2ccccc2)C=C[C@@H]1Oc1ccc(C)cc1)=N\O[C@@H](C)CN1CCCCc2nc(C)c(C)cc21	-15	-4
CCc1ccc(Nc2nnc(SCC(=O)c3ccc4c(c3)NC(=O)CO4)s2)cc1	20	1
CCCNC(=O)OC[C@H]1O[C@H](CCO/N=C/[C@@H](NS(=O)(=O)c2ccc(C)cc2)[C@H](C)/C=C/CC(=O)OC)C=C[C@@H]1Oc1ccc(OC)cc1	-4	4
Cc1nn(-c2ccccc2)c(Cl)c1/C=N/NC(=O)C1COc2ccccc2O1 (configuration not stated)	-1	-1
Cc1cc(NC(=O)c2cnccn2)no1	19	2
CC(=O)c1ccc(NC(=O)c2cc3nc4c(c(C(F)(F)F)n3n2)CCCC4)cc1	0	2
COc1ccc(-n2nc3cc(C)c(NC(=O)CC(C)C)cc3n2)cc1	-5	3
COc1cccc(N=c2oc3c(C)ncc(CO)c3cc2C(=O)Nc2ccccc2OC)c1	26	-3
Cn1c(=O)c2cn3ncccc3c2n(C)c1=O	18	-4
CN1C(=O)/C(=C/C=C2\SCCN2C)SC1=S	8	1
CC(=O)Nc1cccc(-c2csc(Nc3ncccn3)n2)c1	3	0
O=C(CSc1ncnc2ccccc12)Nc1ccc(N2CCOCC2)cc1	32	5
CC(C)CCNC(=O)NC(=O)Cn1cc(C(F)(F)F)ccc1=O	2	-5
O=c1c2cnn(-c3ccc(F)cc3)c2ncn1Cc1ccccn1	36	0
COC(=O)C1=C(C)NC2=C(C(=O)CCC2)C1c1cccs1 (configuration not stated)	6	0

Compound profiles (already shown). Order of values: DUSP3 inh | 3CLpro inhibitor
Listed for COC(=O)C1=C(C)NC2=C(C(=O)CCC2)C1c1cccs1 (configuration not stated) : 6 | 0
Listed for CN1C(=O)/C(=C/C=C2\SCCN2C)SC1=S : 8 | 1

Going on with the list.
SMILES	DUSP3 inh	3CLpro inhibitor
CCOC(=O)C1CCN(C(=O)C2CCN(S(=O)(=O)c3cccc4cccnc34)CC2)CC1	13	0
O=C(OCc1cc(Cl)ccc1OC(F)F)c1cc(S(=O)(=O)O)ccc1O	14	-4
CC1(C)Cc2c(sc3c4nnnn4c4nnnn4c23)CO1	2	-1
CCN(CC)C(C)C#CCC(c1ccccc1)c1ccccc1 (configuration not stated)	-3	4
CN(C)c1ccc(/C=C2/C(=O)N(c3ccc([N+](=O)[O-])cc3)N=C2N2CCOCC2)cc1	5	-7
CC(C)C(NC(=O)C1CCCCC1)C(=O)NC1CCN(Cc2ccccc2)CC1 (configuration not stated)	14	-1
CCc1c(C)nc(SCC(=O)N2CCc3ccccc32)[nH]c1=O	-5	6
COc1ccc(-n2cnnc2SC(C)c2nc3sc(C)c(C)c3c(=O)[nH]2)cc1 (configuration not stated)	17	0
COc1ccc(-c2cc(=O)oc3cc(OCC(=O)c4cccc([N+](=O)[O-])c4)ccc23)cc1	8	2
CCOP(=O)(OCC)C(Nc1cccc(C(F)(F)F)c1)c1ccc(Br)cc1 (configuration not stated)	21	2
O=c1/c(=C/c2cn(-c3ccccc3)nc2-c2ccc(F)cc2)sc2nc3ccccc3n12	10	0
O=C(CCc1nc2ccccc2[nH]c1=O)OCC(=O)c1cccc2ccccc12	-10	1
Cn1c(O)c(C=NCC2CCNCC2)c(=O)n(C)c1=O	-5	-5
Cc1ccc2[nH]c3c(c2c1)CN(C(=O)CN1CCN(c2ccccc2F)CC1)CC3	4	6
CN(C)c1ccc(-c2nn3c(-c4ccc(Cl)cc4Cl)nnc3s2)cc1	10	4
CCC(=O)Nc1cccc(NC(C)=O)c1	8	1
CN(C)c1ccc(C(c2nnnn2C(C)(C)C)N2CCc3ccccc3C2)cc1 (configuration not stated)	3	0
CC1Cc2ccccc2N1C(=O)CSc1nc(N)cc(=O)[nH]1 (configuration not stated)	4	3
COc1ccc(N=c2scc(-c3ccc(S(=O)(=O)N4CCOCC4)cc3)n2CCCO)cc1	13	2
c1cncc(CSc2nnc(-c3cccnc3)n2Cc2ccco2)c1	20	-2
C/C(CCN1CCCCc2nc(C)c(C)cc21)=N\O[C@@H](C)c1cn([C@H](CO)Cc2ccccc2)nn1	20	-1
Cc1nc2nc(-c3ccc(Cl)cc3)[nH]n2c(=O)c1C	17	-1
CCCN1CCN(C(=O)c2cc3c(s2)-c2ccccc2S(=O)(=O)C3)CC1	-17	5
CCn1c(=O)c2cc(C(=O)N3CCN(C(=O)c4ccco4)CC3)sc2c2ccccc21	26	-2

17 entries from above, with values under each structure:
The line under a structure holds: DUSP3 inh | 3CLpro inhibitor
CN(C)c1ccc(/C=C2/C(=O)N(c3ccc([N+](=O)[O-])cc3)N=C2N2CCOCC2)cc1
 : 5 | -7
CC(C)C(NC(=O)C1CCCCC1)C(=O)NC1CCN(Cc2ccccc2)CC1 (configuration not stated)
 : 14 | -1
CCc1c(C)nc(SCC(=O)N2CCc3ccccc32)[nH]c1=O
 : -5 | 6
COc1ccc(-n2cnnc2SC(C)c2nc3sc(C)c(C)c3c(=O)[nH]2)cc1 (configuration not stated)
 : 17 | 0
COc1ccc(-c2cc(=O)oc3cc(OCC(=O)c4cccc([N+](=O)[O-])c4)ccc23)cc1
 : 8 | 2
CCOP(=O)(OCC)C(Nc1cccc(C(F)(F)F)c1)c1ccc(Br)cc1 (configuration not stated)
 : 21 | 2
O=c1/c(=C/c2cn(-c3ccccc3)nc2-c2ccc(F)cc2)sc2nc3ccccc3n12
 : 10 | 0
O=C(CCc1nc2ccccc2[nH]c1=O)OCC(=O)c1cccc2ccccc12
 : -10 | 1
Cn1c(O)c(C=NCC2CCNCC2)c(=O)n(C)c1=O
 : -5 | -5
Cc1ccc2[nH]c3c(c2c1)CN(C(=O)CN1CCN(c2ccccc2F)CC1)CC3
 : 4 | 6
CN(C)c1ccc(-c2nn3c(-c4ccc(Cl)cc4Cl)nnc3s2)cc1
 : 10 | 4
CCC(=O)Nc1cccc(NC(C)=O)c1
 : 8 | 1
CN(C)c1ccc(C(c2nnnn2C(C)(C)C)N2CCc3ccccc3C2)cc1 (configuration not stated)
 : 3 | 0
CC1Cc2ccccc2N1C(=O)CSc1nc(N)cc(=O)[nH]1 (configuration not stated)
 : 4 | 3
COc1ccc(N=c2scc(-c3ccc(S(=O)(=O)N4CCOCC4)cc3)n2CCCO)cc1
 : 13 | 2
c1cncc(CSc2nnc(-c3cccnc3)n2Cc2ccco2)c1
 : 20 | -2
C/C(CCN1CCCCc2nc(C)c(C)cc21)=N\O[C@@H](C)c1cn([C@H](CO)Cc2ccccc2)nn1
 : 20 | -1

(cont.)
SMILES	DUSP3 inh	3CLpro inhibitor
Cc1ccc2nc(-c3ccc(S(=O)(=O)N4CCOCC4)cc3)cn2c1	14	-1
Cc1cc(C)nc(N2CCCC(C(=O)Nc3nnc(C(C)C)s3)C2)n1 (configuration not stated)	27	5
COc1ccc(-c2ccc3c(n2)sc2c(=O)[nH]c(=O)[nH]c23)cc1OC	18	0
CCn1c(SCC(=O)NCCOC)nc2sc(C)c(C)c2c1=O	33	4
O=c1c2ccccc2[nH]c(=S)n1CCN1CCC(=C(c2ccc(F)cc2)c2ccc(F)cc2)CC1	-11	-1
CN(C)C(Cc1ccccc1)C(=O)c1cccs1 (configuration not stated)	5	4
Cc1ccc(N2C(=O)CC(N3CCN(C)CC3)C2=O)cc1 (configuration not stated)	13	-1
COc1ccc(C2c3c(oc4ccccc4c3=O)C(=O)N2Cc2ccncc2)cc1 (configuration not stated)	10	1
N/C(=N\OC(=O)COc1ccc([N+](=O)[O-])cc1)c1ccc(Br)cc1	27	2
COC(=O)c1cc2occc2n1Cc1c(F)cccc1Cl	18	0
COCCn1c(CN2CCN(c3ccc(F)cc3)CC2)nc2c1c(=O)n(C)c(=O)n2C	3	0
CCOC(=O)N1CCN(c2nc3c(c(=O)[nH]c(=O)n3C)n2Cc2ccccc2Cl)CC1	7	5
COC(=O)c1[nH]c2cc(OC)ccc2c1NC(=O)CN1CCOCC1	-5	3
CC1=NN(c2ccccc2)C(=O)C1/C=C1/C(=O)NC(=O)N(c2cccc(C)c2)C1=O (configuration not stated)	17	2
CCN(CC)CCNC(=O)c1ccc(NC(=O)c2ccc(Cl)c(S(=O)(=O)Nc3ccccc3OC)c2)cc1	27	-6
Cc1sc2c(c1C)c(=O)nc1n2Cc2ccccc2-1	10	-3
CCOC(=O)c1ccccc1NC(=O)CSc1nc2c(c(=O)n(C)c(=O)n2C)n1C	-5	-6
CO[C@H]1C=CO[C@@]2(C)Oc3c(C)c(O)c4c(O)c(c(C=NN5CCN(C6CCCC6)CC5)c(O)c4c3C2=O)NC(=O)C(C)=CC=C[C@H](C)[C@H](O)[C@@H](C)[C@@H](O)[C@@H](C)[C@H](OC(C)=O)[C@@H]1C	-2	3
COC(=O)C1C=C2c3cccc4[nH]cc(c34)CC2N(C)C1 (configuration not stated)	34	-7
COc1ccccc1N1CCN(C(=O)c2cnn3cccnc23)CC1	-4	-4
CCCc1nc(SCC(=O)Nc2cc(Cl)ccc2OC)c2c(=O)n(C)c(=O)n(C)c2n1	19	-8
C=CCOC(=O)C1=C(C)Nc2[nH]c(=O)[nH]c(=O)c2C1c1cccc(OC)c1 (configuration not stated)	13	4
CCOC(=O)CN1C(=O)N[C@@H](c2ccc(Br)cc2)C(C(C)=O)=C1C	-15	-2
C=CCN1C(=O)/C(=C/c2ccc(N(C)C)cc2)S/C1=N\c1nnc(CC)s1	10	4
CN(CCCCCNC(=O)/C=N/O)Cc1ccccc1	3	3
Cc1cccc(-c2cc(C(=O)NCCCn3ccnc3)c3ccccc3n2)c1	20	1
Nc1nc(SCC(=O)NC2CCCC2)[nH]c(=O)c1-c1ccccc1	46	-2
O=C(NC1CC1)c1ccc2c(c1)NC(=O)c1ccccc1S2	29	1
Cc1ccc2c3c(c(SCC(=O)Nc4nccs4)nc2c1)CCCC3	1	-1
CC(C)CN1CN(S(=O)(=O)c2cccs2)c2nc3ccccc3nc21	-9	4
O=C(Cn1ncc2c3ccccc3n(Cc3ccccc3)c2c1=O)N1CCC2(CC1)OCCO2	4	2
Cc1ccc2cc(C#N)c(SCC(=O)Nc3ccc4sc(C)nc4c3)nc2c1	-4	-3
CCn1cc(C(=O)NCc2ccccn2)c(=O)c2cc(S(=O)(=O)N3CCCCC3)ccc21	-2	-1
c1ccc(-n2ncc3c2ncn2c(C4CCCCC4)nnc32)cc1	19	-1
COc1ccc(O[C@H]2C=C[C@@H](c3ccccc3)O[C@@H]2COC(=O)CCC(C)=NO[C@@H]2O[C@H](COC(C)=O)[C@@H](OC(C)=O)[C@H](OC(C)=O)[C@H]2OC(C)=O)cc1	16	1
CC(=O)OC[C@H]1O[C@H](CCO/N=C(\C)CCN2CCCc3nc(C)c(C)cc32)C=C[C@@H]1OC(C)=O	4	-1
N#CC(C(=O)OC1CCCCC1)c1nc2ccccc2nc1N1CCCCC1 (configuration not stated)	22	2
COC(=O)c1cc(OC)c(OC)cc1NC(=O)c1cccnc1	13	3
CCOc1ccc(CN2CCN(c3cc(C)nc4c5c(C)cc(C)nc5nn34)CC2)cc1	-5	-1
CCN1C(=O)/C(=C/c2cnn(C)c2C)SC1=S	7	2
Cc1[nH]c2ccccc2c1C(=O)CN1CCN(C2CCCCC2)CC1	-1	-3
Cc1cc2cc(C)c3nnc(SCC(=O)N4CCc5ccccc54)n3c2cc1C	23	3
COC(=O)COc1ccc(S(=O)(=O)Nc2cc(OC)ccc2OC)cc1	22	1
Cn1c(Oc2ccc(Cl)c3cccnc23)nc2c1c(=O)n(Cc1ccccc1Cl)c(=O)n2C	5	-1
Cn1c(=O)[nH]c(=O)c2c1nc(NC1CCCCC1)n2CC(=O)NC1CCCCC1	10	-3
Cc1cc(C)c(O)c(N)c1	6	2
COc1cc(C(=O)N(C)c2nnc(-c3cccnc3)s2)cc(OC)c1OC	11	-3
Cc1ccc(C(=O)NC2CC3CCCC(C2)N3C(=O)NC2CCCCC2)cc1 (configuration not stated)	5	3
COC(=O)C1=C(NC(=O)c2cccs2)CCS1	24	-3
CCCCCCc1nc2ccccc2c(=O)n1NC(=O)c1c(O)c2cccc3c2n(c1=O)CCC3	16	3
CCCOc1ccc(C(=O)CCC(=O)OCC(=O)Nc2cc(C)on2)cc1	29	-4
N=C1/C(=C\c2ccc(OCc3ccccc3)cc2)C(=O)N=C2SC(N3CCCC3)=NN12	-11	3
O=C(Cn1c(CSc2ccccc2)nc2ccccc21)Nc1ccccc1	37	5
O=[N+]([O-])c1cccc(-c2nc(N3CCOCC3)c3ccccc3n2)c1	20	3
C#CCOCCOCCOCCNc1nc(N2CCN(C(=O)[C@H]([C@@H](C)CC)n3cc(CCCN=C(N)N)nn3)CC2)nc(N2CCN(C(=O)[C@H]([C@@H](C)CC)n3cc(CCCN=C(N)N)nn3)CC2)n1	1	1
NC(=O)CC[C@@H]1NC(=O)[C@H](Cc2ccccc2)NC(=O)[C@H](Cc2ccc(O)cc2)NC(=O)[C@@H](N)CSSC[C@@H](C(=O)N2CCC[C@H]2C(=O)N[C@@H](CCCN=C(N)N)C(=O)NCC(N)=O)NC(=O)[C@H](CC(N)=O)NC1=O	13	-1
O=C1c2ccccc2C(=O)N1c1ccc(-c2nc3ccccc3o2)cc1	8	-1
CC(C)(C)C(=O)Nc1ccnc(-c2cccnc2)n1	33	-7
O=C(c1cc(-c2ccccn2)nc2ccc(Br)cc12)N1CCc2ccccc2C1	13	1

Not all compounds are listed; rates above refer to the full screens.
